M1AAP inhibition = P. falciparum M1AAP inhibitors, biochemical, fluorogenic H-Leu-NHMec substrate, 1536-well (AID 1445). recombinant M1AAP, H-Leu-NHMec fluorogenic kinetic assay; higher % means a stronger effect. inhibition, % at 30 µM, or IC50 in µM where a hit was titrated. hit rate 0.42% among 220,000;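 active means primary inhibition above the hit cutoff, then over 50% inhibition at one or more dose response concentrations, cut at about 23% in these data, passing the limit was not always enough; inconclusive means conflicting primary data, or primary hits not chosen for dose response; inactive means low primary inhibition, or under 50% at every dose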;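 further: plate controls were DMSO full reaction for no effect and no enzyme background for full effect; strong numbers were not always called active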
LYP phosphatase = PTPN22 lymphoid phosphatase activity blockers – biochemical, fluorescence intensity, uHTS (AID 1779); recombinant LYP phosphatase, fluorescence intensity; higher % means a stronger effect; hit rate 0.054% among 290,000; inhibition, % at 11.5 µM, or IC50 in µM where a hit was titrated;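 further: plate controls were vehicle with enzyme for no effect and no enzyme for full effect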
TNAP activation fold = human TNAP enzyme activators, primary screen, biochemical, luminescent, no phosphate acceptor, uHTS (AID 1001). activation fold at 20 µM, or EC50 in µM where a hit was titrated. purified TNAP, luminescent activation assay, no phosphate acceptor; higher activation fold means a stronger effect. hit rate 0.03% among 200,000; in the data active means activation fold from about 3, or a potency from the dose series; inactive means the rest, 99 in 100 with activation fold below about 1.6; further: many of its hits are not listed in these tables
PMI inhibitors = inhibitors of human PMI, primary screen, biochemical, fluorescence intensity, coupled assay (AID 1209); purified PMI enzyme, coupled fluorescence intensity; higher % means a stronger effect; inhibition, % at 20 µM, or IC50 in µM where a hit was titrated; hit rate 0.42% among 190,000;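 further: plate controls were DMSO vehicle for no effect and wells lacking substrate for full effect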
M17LAP inhibition = P. falciparum M17LAP inhibitors, primary screen, biochemical, fluorogenic H-Leu-NHMec substrate, 1536-well (AID 1619). inhibition, % at 30 µM; hits with a dose series show IC50 in µM. hit rate 0.38% among 220,000. recombinant M17LAP, H-Leu-NHMec fluorogenic kinetic assay; higher % means a stronger effect;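 active means compound inhibiting the enzyme by more than half at any dose during confirmatory dose-response retesting; inconclusive means strong single-dose inhibitors picked by rank but not retested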;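 further: plate controls were full reaction with DMSO carrier for no effect and no enzyme background for full effect; strong numbers were not always called active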
XIAP displacement = small molecules displacing peptide from XIAP – biochemical, IAP family, fluorescence polarization (AID 1018); hit rate 0.007% among 200,000; XIAP BIR domain, fluorescence polarization peptide displacement; higher % means a stronger effect; one-dose displacement, % at 20 µM; IC50 in µM for titrated hits; in the data active means displacement above about 50%; further: a part of the inactive calls stands beside numbers as strong as those of hits
Myeloid diff 2 = promotes myeloid progenitor differentiation | ER-HoxA9 myeloid progenitors, lysozyme-GFP differentiation, flow cytometry | calls only at 10 µM | hit rate 1% among 360,000 | AID 624256;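 active means normalized GFP-positive differentiation at or above the plate's own cutoff, the solvent-only control mean plus 3 SD; inconclusive means no clear call, values can overlap the other calls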;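 further: cells exposed to compound for four days before flow analysis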
human PMI inhibitors = MPI inhibition at elevated mannose 6-phosphate – biochemical, fluorescence intensity, high mannose 6-phosphate, primary screen (AID 1220); recombinant PMI enzyme, coupled fluorescence intensity; higher % means a stronger effect; hit rate 0.66% among 190,000; inhibition, % at 20 µM, or IC50 in µM where a hit was titrated
ER stress rescue = rescue of cells from ER stress-induced death, primary screen, 384-well, CSM14.1, thapsigargin, ATP luminescence (AID 1222) | CSM14.1 thapsigargin-induced death rescue, ATP luminescence; higher % means a stronger effect | cellular ATP content (survival), % at 20 µM, or EC50 in µM where a hit was titrated | 190,000 tested, under 10 active;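 active means EC50 below 50 µM in the dose-response confirmation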;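 further: death triggered by thapsigargin at about 15 µM added after 2 h compound pretreatment; cell ATP read after overnight thapsigargin exposure of roughly 18 to 22 hours; normalized against plate controls of thapsigargin alone and 5% DMSO vehicle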
Myeloid diff 2 GFP+ MAC1+ % = further read-out of Myeloid diff 2, marked with its call; GFP+ MAC1+ double positive, %; measured here: differentiation confirmed by MAC1 staining
* marks the source's active call; other numbers are inactive results; & = joins results of further samples. Unless noted, no stated cut-off is given here; in the data, active means inhibition above about 50%; inactive means the rest.

How did CC(C)CN(CC(C)C)S(=O)(=O)c1cc([N+](=O)[O-])ccc1N1CCCCCC1 do in these assays?
M1AAP inhibition: 0%; LYP phosphatase: -1%; TNAP activation fold: 1; PMI inhibitors: 11%; M17LAP inhibition: 7%; XIAP displacement: -0.8%; Myeloid diff 2: inactive; human PMI inhibitors: 7%; ER stress rescue: -7.2%; Myeloid diff 2 GFP+ MAC1+ %: 0.4

Results for S=C(Nc1ccc2c(c1)OCCO2)Nc1ccc2c(c1)OCO2 ?
M1AAP inhibition: -2%; LYP phosphatase: -3%; TNAP activation fold: 1.1; PMI inhibitors: 27%; M17LAP inhibition: 15%; XIAP displacement: -16%; Myeloid diff 2: inactive; human PMI inhibitors: 63%*; ER stress rescue: -2.3%; Myeloid diff 2 GFP+ MAC1+ %: 0.5

Results for Cc1cn([C@H]2C=C[C@@H](CO)O2)c(=O)[nH]c1=O ?
M1AAP inhibition: -1%&3%; LYP phosphatase: 1%&-5%; TNAP activation fold: 1.1&1.1; PMI inhibitors: -9%&5%; M17LAP inhibition: -3%&-6%; XIAP displacement: -13%&-5.2%; Myeloid diff 2: inactive; human PMI inhibitors: -7%&6%; ER stress rescue: -1.5%&-1.0%; Myeloid diff 2 GFP+ MAC1+ %: 1.8&2.3

Results for CC(=O)OCc1c(F)c(F)c(-n2nc(C)cc2C)c(F)c1F ?
M1AAP inhibition: 4%; LYP phosphatase: 0%; TNAP activation fold: 1.1; PMI inhibitors: -2%; M17LAP inhibition: 10%; XIAP displacement: -0.9%; Myeloid diff 2: inactive; human PMI inhibitors: 2%; ER stress rescue: 0.6%; Myeloid diff 2 GFP+ MAC1+ %: 0.7

How did O=C(CS(=O)(=O)c1cn(Cc2ccccc2Cl)c2ccccc12)N1CCOCC1 do in these assays?
M1AAP inhibition: 5%; LYP phosphatase: 0%; TNAP activation fold: 1.1; PMI inhibitors: -15%; M17LAP inhibition: 1%; XIAP displacement: -6.2%; Myeloid diff 2: inactive; human PMI inhibitors: -3%; ER stress rescue: -0.7%; Myeloid diff 2 GFP+ MAC1+ %: 1.4

What do the screens show for `COc1ccc2nc3oc(C(=O)NCc4cccs4)cc3cc2c1`?
M1AAP inhibition: 3%; LYP phosphatase: -2%; TNAP activation fold: 1.1; PMI inhibitors: -12%; M17LAP inhibition: 2%; XIAP displacement: -4.0%; Myeloid diff 2: inactive; human PMI inhibitors: -9%; ER stress rescue: -2.2%; Myeloid diff 2 GFP+ MAC1+ %: 1.1

What do the screens show for `COc1ccc(S(=O)(=O)N2CCN(CC(=O)Nc3ccc(C)c(F)c3)CC2)cc1`?
M1AAP inhibition: 2%; LYP phosphatase: 6%; TNAP activation fold: 1; PMI inhibitors: 9%; M17LAP inhibition: 51%; XIAP displacement: -10%; Myeloid diff 2: inactive; human PMI inhibitors: -5%; ER stress rescue: -3.8%; Myeloid diff 2 GFP+ MAC1+ %: 0.4

How did O=C(O)CN1C(=O)/C(=C/c2ccc(SCc3ccccc3)o2)SC1=S do in these assays?
M1AAP inhibition: inconclusive; LYP phosphatase: -7%; TNAP activation fold: 0.9; PMI inhibitors: 85%*; M17LAP inhibition: 24%; XIAP displacement: -18%; Myeloid diff 2: inactive; ER stress rescue: -0.9%; Myeloid diff 2 GFP+ MAC1+ %: 3.0

How did O=C(COc1ccc(Cl)cc1)N(Cc1ccccc1)c1nc(-c2ccccc2)cs1 do in these assays?
M1AAP inhibition: 0%; LYP phosphatase: -5%; TNAP activation fold: 1.1; PMI inhibitors: -11%; M17LAP inhibition: -18%; XIAP displacement: 5.0%; Myeloid diff 2: inactive; human PMI inhibitors: -13%; ER stress rescue: -0.5%; Myeloid diff 2 GFP+ MAC1+ %: 0.3

How did COc1nccnc1NS(=O)(=O)c1ccc(N/C=C2\CCCCC2=O)cc1 do in these assays?
M1AAP inhibition: -2%; LYP phosphatase: -1%; TNAP activation fold: 1.1; PMI inhibitors: -22%; M17LAP inhibition: 11%; XIAP displacement: -3.4%; Myeloid diff 2: inactive; human PMI inhibitors: -11%; ER stress rescue: -0.6%; Myeloid diff 2 GFP+ MAC1+ %: 0.2

Results for CCOc1cccc(C2C(C#N)=C(N)Oc3cc(C)[nH]c(=O)c32)c1OCC (stereo not drawn) ?
M1AAP inhibition: 5%; LYP phosphatase: -4%; M17LAP inhibition: 9%; Myeloid diff 2: inactive; Myeloid diff 2 GFP+ MAC1+ %: 0.3

Results for O=S(Cc1ccc(Cl)cc1)CC(O)(c1ccccc1)c1ccccc1 (stereo not drawn) ?
M1AAP inhibition: -7%; LYP phosphatase: -1%; TNAP activation fold: 1; PMI inhibitors: -2%; M17LAP inhibition: 3%; XIAP displacement: -2.5%; Myeloid diff 2: inactive; human PMI inhibitors: 4%; ER stress rescue: 0.9%; Myeloid diff 2 GFP+ MAC1+ %: 1.6

Results for O=C(Nc1cnc2sc3c(n2c1=O)CCCC3)c1ccc(F)cc1 ?
M1AAP inhibition: 24%*; LYP phosphatase: -6%; TNAP activation fold: 1.2; PMI inhibitors: -2%; M17LAP inhibition: 2%; XIAP displacement: -2.6%; Myeloid diff 2: inactive; human PMI inhibitors: -2%; ER stress rescue: 3.0%; Myeloid diff 2 GFP+ MAC1+ %: 1.0

How did Cc1csc(SC(C)C(=O)Nc2ccc(Cl)cn2)n1 (stereo not drawn) do in these assays?
M1AAP inhibition: 1%; LYP phosphatase: -5%; TNAP activation fold: 1.1; PMI inhibitors: -8%; M17LAP inhibition: 6.6µM*; XIAP displacement: -3.9%; Myeloid diff 2: inactive; human PMI inhibitors: 5%; ER stress rescue: -0.5%; Myeloid diff 2 GFP+ MAC1+ %: 1.1

What do the screens show for `Cn1c(=O)c2c(nc(Br)n2Cc2nnc(N)s2)n(C)c1=O`?
M1AAP inhibition: 1%; LYP phosphatase: -3%; M17LAP inhibition: -4%; Myeloid diff 2: inactive; Myeloid diff 2 GFP+ MAC1+ %: 0.5

How did O=C(O)Cn1ncn(-c2ccc(OC(F)(F)F)cc2)c1=O do in these assays?
M1AAP inhibition: -2%; LYP phosphatase: -10%; TNAP activation fold: 1; PMI inhibitors: -8%; M17LAP inhibition: 1%; XIAP displacement: -5.6%; Myeloid diff 2: inactive; human PMI inhibitors: -5%; ER stress rescue: 0.9%; Myeloid diff 2 GFP+ MAC1+ %: 0.3

What do the screens show for `N#C/C(=C/c1ccc(N2CCOCC2)o1)c1ccc(Cl)cc1`?
M1AAP inhibition: -5%; LYP phosphatase: 2%; TNAP activation fold: 0.9; PMI inhibitors: 19%; M17LAP inhibition: 23%; XIAP displacement: -1.3%; Myeloid diff 2: inactive; human PMI inhibitors: 42%; ER stress rescue: -1.0%; Myeloid diff 2 GFP+ MAC1+ %: 2.7

What do the screens show for `CC1=C(C(=O)OC(C)C)C(c2ccc(Br)s2)NC(=O)N1C` (stereo not drawn)?
M1AAP inhibition: -6%; LYP phosphatase: -6%; TNAP activation fold: 1.1; PMI inhibitors: -16%; M17LAP inhibition: 2%; XIAP displacement: -4.5%; Myeloid diff 2: inactive; human PMI inhibitors: 2%; ER stress rescue: 3.2%; Myeloid diff 2 GFP+ MAC1+ %: 1.0

How did Cc1cccc(C2(c3cccc(C)c3)CC2C(=O)NCC2CCCO2)c1 (stereo not drawn) do in these assays?
M1AAP inhibition: -4%; LYP phosphatase: -8%; TNAP activation fold: 1.1; PMI inhibitors: -4%; M17LAP inhibition: -6%; XIAP displacement: -3.0%; Myeloid diff 2: inactive; human PMI inhibitors: -2%; ER stress rescue: -0.1%; Myeloid diff 2 GFP+ MAC1+ %: 0.6

How did O=[N+]([O-])c1cccc(CNc2ccc3c(c2)CCC3)c1 do in these assays?
M1AAP inhibition: -5%; LYP phosphatase: -7%; TNAP activation fold: 1; PMI inhibitors: 4%; M17LAP inhibition: 9%; XIAP displacement: -4.0%; Myeloid diff 2: inactive; human PMI inhibitors: 4%; ER stress rescue: 0.5%; Myeloid diff 2 GFP+ MAC1+ %: 0.1

What do the screens show for `Cc1ccc(C(=O)N/C(=C/c2cccc([N+](=O)[O-])c2)C(=O)NC(C)C)cc1`?
M1AAP inhibition: 13%; LYP phosphatase: -6%; TNAP activation fold: 1.1; PMI inhibitors: 7%; M17LAP inhibition: 6%; XIAP displacement: -0.3%; Myeloid diff 2: inactive; human PMI inhibitors: 1%; ER stress rescue: -0.8%; Myeloid diff 2 GFP+ MAC1+ %: 0.8

How did O=C(c1ccc(-c2ccc([N+](=O)[O-])cc2Cl)o1)N1CCOCC1 do in these assays?
M1AAP inhibition: 10%; LYP phosphatase: -3%; TNAP activation fold: 1; PMI inhibitors: -21%; M17LAP inhibition: 11%; XIAP displacement: -1.9%; Myeloid diff 2: inactive; human PMI inhibitors: -6%; ER stress rescue: 0.4%; Myeloid diff 2 GFP+ MAC1+ %: 0.2

How did Cc1cc2nc(-c3ccc(NC(=O)c4cccnc4)cc3)oc2cc1C do in these assays?
M1AAP inhibition: 23%; LYP phosphatase: 1%; TNAP activation fold: 1; PMI inhibitors: -3%; M17LAP inhibition: -8%; XIAP displacement: -3.0%; Myeloid diff 2: inactive; human PMI inhibitors: -2%; ER stress rescue: 19%; Myeloid diff 2 GFP+ MAC1+ %: 1.1

Results for O=C(CN1CCOCC1)N1CCCc2c1c(=O)oc1ccc(OCc3ccccc3)cc21 ?
M1AAP inhibition: inconclusive; LYP phosphatase: 4%; TNAP activation fold: 1; PMI inhibitors: 18%; M17LAP inhibition: 5%; XIAP displacement: 2.9%; Myeloid diff 2: inactive; human PMI inhibitors: 19%; ER stress rescue: -0.3%; Myeloid diff 2 GFP+ MAC1+ %: 2.3

Results for O=C(NC(O)C(=O)c1ccccc1)c1cccs1 (stereo not drawn) ?
M1AAP inhibition: 5%; LYP phosphatase: -4%; TNAP activation fold: 1.2; PMI inhibitors: -5%; M17LAP inhibition: -2%; XIAP displacement: -6.1%; Myeloid diff 2: inactive; human PMI inhibitors: -6%; ER stress rescue: -1.3%; Myeloid diff 2 GFP+ MAC1+ %: 1.4

Screens from PubChem BioAssay.
